# TRHR enhancer: allosterically enhances the human TRH receptor | enhancement, % at 2 µM | hit rate 0.66% among 360,000 | TRHR cells, fluo-8 calcium fluorescence, EC20 TRH enhancement | P34981; in the data active = enhancement above about 30%; note: 0% is about no effect
#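 Enhancer read-out: after compound pinning and an initial kinetic agonist-mode read, an EC20 of TRH (10 nM final) was injected and fluo-8 calcium signal (Ex 480/Em 530) followed at 1 s/cycle for 100 cycles in TRHR-expressing cells.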
# D2 PAM: positive allosteric modulators of human D2 dopamine receptor | hit rate 0.34% among 340,000 | HEK293 T-REx D2, calcium flux, EC20 dopamine potentiation | AID 485347 | potentiation, % at 10 µM;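 active = potentiation over 3 SD above the plate norm, cut at about 30% in these data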; note: 0% is about no effect
#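 Potentiation of an EC20 dopamine calcium response is measured in a force-coupled, tetracycline-inducible Hek293 Trex D2 line. Compound-only kinetic reads over 180 s flag agonists before dopamine addition.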
# TRHR agonist: activates the human TRH receptor; P34981; TRHR cells, calcium flux fluo-8, FDSS agonist mode; activation, % at 2 µM; hit rate 0.18% among 360,000; note: 0% is about no effect
#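 TRHR-expressing cells, plated overnight in medium with 10% serum, were loaded with fluo-8 calcium dye at room temperature. After a 10 s baseline, library compound was pin-added and calcium release was recorded kinetically (ex 480/em 530) as agonist response.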
# D1 ag: agonists of human D1 dopamine receptor. P21728. activation, % at 2 µM. HEK293 T-REx D1 cells, calcium flux, agonist mode. hit rate 1% among 360,000; note: 0% is about no effect
#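 Inducible HEK293 T-REx D1 cells, force-coupled to calcium signalling, were plated at 4000 cells/well with tetracycline and held overnight at 30 C. After no-wash calcium dye loading, compound-evoked calcium rise over 180 s flagged agonists.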
# D2 antag: antagonizes the human D2 dopamine receptor. inhibition, % at 10 µM. AID 485344. hit rate 2% among 340,000. HEK293 TREx D2 cells, calcium flux, dopamine EC80; in the data active = inhibition above about 30%; note: 0% is about no effect
#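 HEK293 T-REx D2 cells, tet-induced, calcium dye no-wash. Cpd pintool add, 180 s kinetic, then EC80 DA, 180 s kinetic. Ca flux read.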
# D1 antagonist: blocks dopamine activation of the human D1 receptor; hit rate 3.2% among 360,000; P21728; AID 504652; HEK293 TREx D1 cells, calcium flux, dopamine EC80; stronger effect = lower value; activity change, negative = inhibition, % at 10 µM; in the data active = activity change below about -30%; note: % is set by controls: 0 for no effect and ±100 for the full control effect
#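 Kinetic fluorescence of a calcium dye serves as the read-out. D1-expressing Hek293 Trex cells, induced overnight at 30 C, are exposed to compound for 180 s before an EC80 dopamine addition, then read 180 s further.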
# D2 agonist: agonists of human D2 dopamine receptor; hit rate 0.53% among 340,000; HEK293 T-REx D2 cells, calcium flux agonist mode; activation, % at 2 µM; AID 485358;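 active = activation over 3 SD above normal in the single-dose calcium agonist read, cut at about 30% in these data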; note: 0% is about no effect
#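 HEK293 Trex D2 cells, tetracycline-induced, o/n 30 C 5% CO2; no-wash Ca dye, RT 30–90 min; 10-cycle baseline, 23 nl cpd added, kinetic Ca read 180 s; agonist hits = positive Ca response.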
# RXFP1 antag: antagonists of human relaxin receptor RXFP1; AID 1259400; activity change, negative = inhibition, % at 57.5 µM; hit rate 0.59% among 350,000; Q9HBX9; HEK293-RXFP1, relaxin-stimulated cAMP HTRF, 30 min; stronger effect = lower value;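 active = activity change of -60% or lower, but not beyond a set lower limit; inconclusive = change between -60% and -40%, or beyond the set limit; inactive = change above -40%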; note: % is set by controls: 0 for no effect and ±100 for the full control effect
# Target sequence (Q9HBX9 whole entry, looked up): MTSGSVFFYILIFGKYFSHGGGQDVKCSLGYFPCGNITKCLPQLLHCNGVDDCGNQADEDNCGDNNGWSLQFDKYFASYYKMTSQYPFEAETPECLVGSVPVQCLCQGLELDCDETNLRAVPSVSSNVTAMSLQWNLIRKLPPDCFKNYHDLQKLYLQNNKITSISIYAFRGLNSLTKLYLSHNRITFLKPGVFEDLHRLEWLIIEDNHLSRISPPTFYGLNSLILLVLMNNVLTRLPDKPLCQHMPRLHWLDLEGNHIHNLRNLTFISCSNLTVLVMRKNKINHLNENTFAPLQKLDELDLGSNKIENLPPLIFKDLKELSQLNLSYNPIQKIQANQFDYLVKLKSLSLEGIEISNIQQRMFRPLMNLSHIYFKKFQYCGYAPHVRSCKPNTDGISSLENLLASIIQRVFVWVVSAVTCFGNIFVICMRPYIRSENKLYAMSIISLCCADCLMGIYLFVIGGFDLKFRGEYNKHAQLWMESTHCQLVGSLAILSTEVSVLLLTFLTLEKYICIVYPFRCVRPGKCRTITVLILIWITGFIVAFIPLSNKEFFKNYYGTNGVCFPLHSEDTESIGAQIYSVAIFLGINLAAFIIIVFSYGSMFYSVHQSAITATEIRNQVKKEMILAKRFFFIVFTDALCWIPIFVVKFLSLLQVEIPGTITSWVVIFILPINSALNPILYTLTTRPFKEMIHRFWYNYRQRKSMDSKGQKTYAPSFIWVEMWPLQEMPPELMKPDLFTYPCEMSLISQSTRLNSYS
# D1 potentiator: human D1 dopamine receptor positive modulation; HEK293 TREx D1 cells, calcium flux, dopamine EC20 potentiation; potentiation, % at 10 µM; hit rate 0.036% among 360,000; AID 504651; in the data active = potentiation above about 30%; note: 0% is about no effect
# The depositor's hits bear a star; ? = inconclusive; nt = not tested or not shown; & = joins results of further samples. Cut-off read from the data, not from the text of the source, unless noted: active = activation above about 30%; inactive = the rest. No enrichment for hits. About 7.1% of those tested had a hit in this group.
compound	D2 agonist	D2 antag	TRHR enhancer	D1 potentiator	D1 antagonist	D2 PAM	D1 ag	TRHR agonist	RXFP1 antag
COC(=O)c1c(NC(=O)CN2CCN(c3ccccc3OC)CC2)c2c(C)cccc2n1C	52*	-10	-5	-1	5	-15	2	-0.8	nt
OC(COCc1ccco1)CN1CCN(C(c2ccccc2)c2ccccc2)CC1 (centres undefined)	-0.1	22	3	-1	-13	-26	4	-0.4	-14
COc1ccc(NC(=O)COC(=O)C2CCC(C(C)(C)C)CC2)c([N+](=O)[O-])c1 (centres undefined)	0.5	-5	-1	3	13	4	3	0.7	-13
COc1ccc(Cl)cc1S(=O)(=O)NCCCn1ccnc1	nt	nt	22	2	1	nt	1	0.5	8
O=C(N/N=C/c1ccc([N+](=O)[O-])cc1)c1cc(C2CC2)[nH]n1	nt	nt	-2	-5	-3	nt	0	6.7	-4
COc1ccc(/C=N/NC(=O)CNS(=O)(=O)c2ccc(C)cc2)cc1	-0.5	12	2	-2	-2	6	2	0.5	-16
Cc1nn(Cc2ccc(Cl)cc2Cl)c(Cl)c1/C=N/NC(=O)CNc1cccc(C(F)(F)F)c1	0.5	11	0	0	19	-2	5	0.0	nt
COc1ccc(-c2nn(CC(=O)NC3CCCC3)c3c2cnc2ccc(F)cc23)cc1	-0.4	nt	8	-6	-17	11	3	0.7	-10
C/C=C\C(=O)Nc1cccc(C2=NOC3(C2)C[C@@H](C(N)=O)N(C(=O)c2ccc(Cl)cc2)C3)c1 (some centres undefined)	0.6	-10	8	2	24	-6	2	1.0	nt
Nn1c(SCc2cc([N+](=O)[O-])cc3c2OCOC3)nnc1-c1cccnc1	1.1	16	-5	-5	-10	2	2	0.0	-1
Fc1ccccc1COc1ccc(Br)cc1CNCc1ccncc1	0.7	-7	9	-28	-28	23	9	0.1	?
Cc1ccc(-c2noc(COc3ccccc3C)n2)cc1	1.9	14	2	-1	-8	nt	5	0.9	-16

# Single records (already shown):
# Results for Nn1c(SCc2cc([N+](=O)[O-])cc3c2OCOC3)nnc1-c1cccnc1 : D2 agonist: 1.1; D2 antag: 16; TRHR enhancer: -5; D1 potentiator: -5; D1 antagonist: -10; D2 PAM: 2; D1 ag: 2; TRHR agonist: 0.0; RXFP1 antag: -1
# Results for O=C(N/N=C/c1ccc([N+](=O)[O-])cc1)c1cc(C2CC2)[nH]n1 : D2 agonist: nt; D2 antag: nt; TRHR enhancer: -2; D1 potentiator: -5; D1 antagonist: -3; D2 PAM: nt; D1 ag: 0; TRHR agonist: 6.7; RXFP1 antag: -4
# Results for OC(COCc1ccco1)CN1CCN(C(c2ccccc2)c2ccccc2)CC1 (centres undefined) : D2 agonist: -0.1; D2 antag: 22; TRHR enhancer: 3; D1 potentiator: -1; D1 antagonist: -13; D2 PAM: -26; D1 ag: 4; TRHR agonist: -0.4; RXFP1 antag: -14

# Remaining list, next part
compound	D2 agonist	D2 antag	TRHR enhancer	D1 potentiator	D1 antagonist	D2 PAM	D1 ag	TRHR agonist	RXFP1 antag
CCc1cc(C(=O)N(CC)CC(=O)Nc2ccc(OC)cc2)sc1C	-0.5	15	0	-2	-19	-4	4	0.9	-3
COc1ccc(N2C(=O)CCC(C(=O)N3CCCCC3)C2c2ccc(OC)c(OC)c2)cc1 (centres undefined)	0.0	0	15	-7	9	5	2	-0.3	6
CC1(NC(=O)CSc2nnc(-c3ccco3)n2Cc2ccccc2)CCS(=O)(=O)C1 (centres undefined)	0.4	-6	-3	-2	6	-6	0	-0.1	2
N#CCc1ccc(NC(=O)Nc2cccc3ccccc23)cc1	0.5	-2	-18	7	9	-12	7	1.1	8
Cc1cc2c(=O)n(C)c(SCC(=O)Nc3ccccc3C)nc2s1	-0.5	-2	-4	2	4	0	6	0.0	-3
COc1ccc2nc3cc(Cl)ccc3c(C#N)c2c1	nt	nt	0	0	-5	nt	11	14	-2
Cc1sc(NC(=O)c2ccccc2)c(C(c2ccc(Cl)cc2)N2CCN(CCO)CC2)c1C (centres undefined)	0.8	-4	8	3	-3	9	3	-0.8	-12
COc1ccc(NC(=O)c2cc3ccccc3o2)c(OC)c1	nt	nt	-1	0	9	-11	8	1.1	-12
CC(C)C(=O)NC(=S)Nc1sc2c(c1C(N)=O)CCCC2	0.8	-19	-8	-1	22	-2	15	-0.5	3
CC(=O)Nc1ccc(NC(=O)c2ccc(Cl)nc2)cc1	1.6	-16	-5	1	11	2	4	0.7	-4
COc1cccc(CNC(=O)Cn2c(=O)c3cccn3c3ccc(F)cc32)c1OC	0.6	nt	4	-2	4	3	8	-0.2	15
CCOc1ccc(CCNC(=O)c2cc3n(n2)CCCN(Cc2ccc(C)cc2)C3=O)cc1OCC	1.4	nt	5	-1	-11	13	-2	-0.6	-18
CN(CC(=O)Nc1ccc(F)cc1)C(=O)COC(=O)c1ccccc1	0.0	-39	0	-3	5	17	2	-0.1	-7
Cc1ccc(-c2c3c(=O)n(C)c(=O)n(C)c3cn2-c2cc(C)ccc2O)cc1	4.9	nt	-1	-1	1	13	0	-0.3	-6
CC(=O)OCc1c(COC(C)=O)[n+](=O)c2ccccc2n1[O-]	-1.4	-36	6	-11	-12	nt	-1	-1.4	-8
COc1cc(C(=O)Nc2ccc3c(c2)N(C2CCCC2)C(=O)c2ccccc2S3)cc(OC)c1OC	0.0	nt	4	3	6	-13	5	0.7	-12
CCc1cccc(NC(=O)CCCN2C(=O)NC(C)(C)C2=O)c1	nt	nt	-1	2	23	nt	1	0.0	4
CC1CCCC(NC(=O)CSc2nncs2)C1C (centres undefined)	0.5	-4	-11	-4	4	15	1	0.2	10
CSc1nc(Oc2ccc(=O)n(C)n2)nc(N(C)C)n1	-0.4	-3	4	2	6	2	2	0.3	2
COC(=O)c1c(-c2ccc(OC)cc2)oc2ccc(-c3ccc(OC)nc3)cc12	1.4	4	1	0	9	7	4	0.3	nt
COCCN1Cc2cccc(C(=O)NCc3ccccn3)c2C1=O	0.5	-6	3	0	-2	13	3	0.6	-4
CC1=C(C)CC(C(=O)NNC(=O)c2ccccc2O)C(C(=O)O)C1 (centres undefined)	0.2	3	-9	1	nt	-12	3	0.1	-8
COCCNC(=O)C(c1ccc(C)cc1)N(C(=O)CCC(=O)Nc1ccccn1)C1CCCCC1 (centres undefined)	0.8	-32	1	-4	36	10	0	0.2	3
CCOC(=O)C1=C(C)NC(=O)NC1c1ccc(-c2ccccc2F)o1 (centres undefined)	-0.1	-6	2	-7	-25	-2	8	0.0	-13
COc1ccc(CCNC(=O)c2ccc(=O)[nH]c2)cc1OC	3.4	9	3	2	8	-11	3	0.5	-7
CSc1ccc(Cl)c(C(=O)OCC(=O)N2CC(C)OC(C)C2)c1 (centres undefined)	0.2	3	-5	-4	-3	-10	-1	-1.3	3
COc1cc(C(CC(=O)Nc2cc(C)ccc2C)N2Cc3ccccc3C2=O)cc(OC)c1OC (centres undefined)	-0.1	nt	-1	0	2	7	-1	-0.9	nt
O=C(CNCC1CCCO1)NCc1ccco1 (centres undefined)	-0.1	-9	4	-4	6	-4	3	0.2	-5
Cc1cc(C)cc(N(C(C)C(=O)NCc2ccc3c(c2)OCO3)S(C)(=O)=O)c1 (centres undefined)	0.3	-6	1	-5	-9	-4	-1	-1.5	22
O=C(O)c1ccc(COc2ccc3c(c2)CCC3)cc1	-0.3	-1	5	-3	-5	21	3	0.5	-28
CCC1(c2ccccc2)NC(=O)N(CC(=O)Nc2cc(Cl)ccc2N2CCN(C)CC2)C1=O (centres undefined)	-0.3	-25	7	-14	-38*	-9	8	0.6	-32
CCNC(=S)N1CCN(CC)CC1	1.4	-3	4	0	-7	8	4	0.6	-7
COC(=O)C1=C(C)NC(C)=C(C(=O)OC)C1C(=O)OCc1nnc(-c2ccccc2)o1	-0.4	2	2	-8	-15	4	1	0.1	-2
c1ccc(Cc2nn[nH]n2)cc1	-0.8	3	0	-2	0	-10	0	0.3	-2
COc1ccc(CNC(=O)Nc2ccc3c(c2)N(C)C(=O)CS3)cc1	-1.0	-13	5	0	13	-12	7	-1.2	12
O=C(NCCN1CCCCC1)Nc1ccc([N+](=O)[O-])cc1	1.4	18	-3	8	2	-7	1	0.6	-5
C=CCNC(=O)C1CCN(c2c([N+](=O)[O-])cc(C(F)(F)F)cc2[N+](=O)[O-])CC1	2.5	0	-3	7	0	-3	5	1.7	3
CCCc1nc2ccccc2c(NC(=O)CN(CC)CC)c1CC	-0.3	6	1	6	-4	27	2	-0.4	0
Cc1ccnc(N2CCC(C(=O)Nc3ccc4c(c3)CCC4)CC2)n1	0.5	-3	1	4	-2	13	0	-1.5	4
O=C(NCc1ccc(Cl)cc1)C(=O)NCC1OCCN1C(=O)c1ccc(Cl)cc1 (centres undefined)	-0.5	-9	3	1	6	2	0	-1.1	-5
CN1CCc2c(sc(/N=C/c3cc(C(C)(C)C)ccc3O)c2C#N)C1	92*	90*	-3	-8	-4	-23	1	0.1	5
Cc1ccc(C(=O)NNC2=NCCC2)cc1	0.2	-3	-3	-2	3	-6	0	1.0	-4
CCOC(=O)COc1c(/C=N\OC)cc(Cl)cc1OC	-4.6	3	-3	-1	-9	16	3	5.6	-28
O=C(Cc1nc2ccccc2[nH]c1=O)c1ccc(Cl)cc1	16	4	2	-2	-4	-4	69*	9.2	10
Cc1ccc(O)c(-c2cc(C(F)(F)C(F)F)[nH]n2)c1	-1.4	4	0	14	-10	3	164*	-1.1	-1
CC(C)CN(C(=O)COC(=O)c1cccn1C)c1c(N)n(Cc2ccccc2)c(=O)[nH]c1=O	1.3	-4	1	-2	-5	-4	3	1.7	-11
COc1ccc(N=Nc2c(C)n[nH]c2C)cc1	-2.4	-14	11	-17	-27	6	3	-2.5	-6
NC(=O)c1ccc(NC(=O)C2CCCO2)cc1 (centres undefined)	-1.7	-6	4	-1	-14	-8	4	-0.2	-2
O=C(CCn1c(=S)[nH]c2ccccc2c1=O)NCCCN1CCCC1=O	0.9	nt	2	1	-15	-3	4	-0.1	1
CCCCCc1nc2sc3c(c2c(=O)n1NC(=O)c1ccc([N+](=O)[O-])cc1)CC(C)(C)OC3	5.6	-8	-5	-7	-17	-11	17	4.6	-26
CCOC(=O)c1cnc2ccc(OC)cc2c1NCCc1ccc(OC)c(OC)c1	-0.2&3.9	2	5&-3	-2&-1	2&-1	14&4	-1&0	-0.8&-1.0	-11&-32
CCOc1cc(/C=N/n2cnnc2)ccc1OS(=O)(=O)c1ccc(C)cc1	0.4	6	-2	4	3	0	0	0.1	-24
C/C(=N\Nc1nc(C)cc(-c2ccccc2)n1)c1cccc(N)c1	-0.6	-9	0	-5	2	1	0	0.0	-2

# Marked active in D1 antagonist (from the list above):
canonical_smiles	D2 antag	TRHR enhancer	D1 potentiator	D1 antagonist	D2 PAM	D1 ag	TRHR agonist	RXFP1 antag
CCC1(c2ccccc2)NC(=O)N(CC(=O)Nc2cc(Cl)ccc2N2CCN(C)CC2)C1=O (centres undefined)	-25	7	-14	-38*	-9	8	0.6	-32
